Screening data (PubChem)
HIF-2a inh – HIF-2a inhibition; inhibition, % at 18.8 µM; 786-0 RCC cells HIF-2a reporter, luciferase luminescence, overnight; hit rate 0.72% among 360,000;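 active = inhibition of the luminescence signal of 40% or more relative to plate controls, in a single-dose primary screen at 18.75 µM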
TWEAK-Fn14 inh – TWEAK-Fn14 signaling inhibition; hit rate 2% among 360,000; TWEAK-stimulated Fn14 reporter cells, luciferase luminescence, 8 h; inhibition, % at 10 µM; in the data active = inhibition above about 50%
NR2E3 ag-1 – agonists of human NR2E3 nuclear receptor | Q9Y5X4 | CHO-S Gal4-NCOR/VP16-NR2E3 two-hybrid, luciferase | inhibition of corepressor binding, % at 3.98 µM | hit rate 0.35% among 360,000 | AID 602229;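 active = inhibition above the mean of all tested compounds plus 3 SD, cut at about 70% in these data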;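 note: 0% = DMSO with NR2E3 transfected cells and 100% = cells lacking NR2E3 construct; higher means lower luciferase signal from less NR2E3 corepressor binding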
Target sequence (Q9Y5X4 whole entry, looked up, the tested form may be a part): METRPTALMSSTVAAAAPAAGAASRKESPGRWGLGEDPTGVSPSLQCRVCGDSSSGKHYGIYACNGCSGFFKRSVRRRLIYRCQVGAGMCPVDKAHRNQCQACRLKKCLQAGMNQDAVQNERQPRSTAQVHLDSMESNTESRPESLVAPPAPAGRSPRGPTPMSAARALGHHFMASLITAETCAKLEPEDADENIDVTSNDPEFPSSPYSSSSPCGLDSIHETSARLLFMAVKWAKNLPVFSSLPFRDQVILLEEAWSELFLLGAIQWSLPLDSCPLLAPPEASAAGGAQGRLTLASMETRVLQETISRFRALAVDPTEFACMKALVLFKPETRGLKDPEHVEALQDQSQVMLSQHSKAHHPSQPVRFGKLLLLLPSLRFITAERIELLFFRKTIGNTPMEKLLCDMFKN
KKLEB cytotox – counter-screen for CF NF-kB inhibitors: cytotoxicity | KKLEB CF airway cells viability, ATPlite luminescence, overnight; active compounds read low; cells stimulated with P. aeruginosa culture filtrate | hit rate 0.36% among 360,000 | activity change (cytotoxicity), % at 5 µM | AID 602141;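 active = corrected activity change at or below -50% at 5 µM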
Peg3 prom inh – Peg3 promoter activity inhibition; HeLa PEG-Prom luciferase reporter, luminescence, overnight; inhibition, % at 20 µM; hit rate 1.7% among 360,000; AID 588405;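 active = inhibition of at least 50% at 20 µM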
Shn3 3UTR inh – Schnurri-3 reporter inhibition in Clone20 osteoblasts; Clone20 osteoblast Shn3 3'UTR firefly luciferase, 24 h; inhibition, % at 12.5 µM; hit rate 0.52% among 360,000; AID 588674;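 active = mean inhibition of at least 75% with every replicate also reaching 75%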;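 note: 0% = median of neutral control wells and 100% = pilot-screen positive control compound; some compounds past the cut are filed as inactive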
CF NFkB block – blocks PAF-induced NF-kB reporter in cystic fibrosis cells; hit rate 0.86% among 360,000; KKLEB NF-kB-GFP reporter, GFP fluorescence overnight; inhibition, % at 5 µM; AID 588850;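 active = at least 50% inhibition at 5 µM, scaled per plate between neutral and stimulator controls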;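 note: PAF is a Pseudomonas aeruginosa culture filtrate used as stimulus; plate controls were PAF-stimulated DMSO wells for no effect and unstimulated DMSO wells for full effect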
C8 TRAIL sens – sensitizes caspase-8 expressing cells to TRAIL; NB7+C8 cells + TRAIL, ATPlite viability luminescence; inhibition (viability loss, TRAIL sensitization), % at 10 µM; hit rate 1% among 360,000;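 active = compounds causing at least 50% loss of cell viability in the single-dose screen, relative to plate controls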
NR2E3 ag-2 – activates human photoreceptor nuclear receptor NR2E3; GST-NR2E3/biotin-RetCOR TR-FRET, 1536-well; inhibition of corepressor binding, % at 4.78 µM; hit rate 0.12% among 320,000; AID 2300;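 active = percent inhibition above the cutoff of mean plus 3 SD of all tested compounds, set per screening campaign, cut at about 20% in these data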;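 note: 0% = DMSO wells and 100% = biotin wells as full block of FRET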
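Test system: GST-NR2E3 and biotin-RetCOR proteins | Quantity: 1.35 nM GST-tagged NR2E3 final | Medium: Tris pH 7.5 | Also added: 7 nM biotin-RetCOR | Dosing: Compound at 4.8 µM, single dose | Timing: 5 h at 4 °C | Detection: Time-resolved FRET | Read-out basis: Percent inhibition | Benchmarks: Biotin wells as high control, 0.6% DMSO wells as low control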
TROY signal inh – TROY signaling inhibition; Q293 LMP1-TROYcd NF-kB luciferase reporter, 4 h; inhibition, % at 10 µM; hit rate 0.98% among 360,000;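 active = compounds whose plate-normalised and pattern-corrected inhibition of the luciferase reporter signal at the single screening dose is 50% or more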
TRPM1 prom inh – MITF TRPM1 promoter inhibition in SK-MEL-5 cells; SK-MEL-5 TRPM1 promoter luciferase, 24 h; hit rate 0.83% among 330,000; inhibition, % at 12.5 µM;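 active = mean inhibition across replicates of 60% or more, whatever share of single replicates reaches that level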; note: values of inactives mirror those of a sister screen read the other way
Active calls of the source: *; x = no result given. These rows are one share of the data; count on the stated rates, not on these rows.

SMILES	HIF-2a inh	TWEAK-Fn14 inh	NR2E3 ag-1	KKLEB cytotox	Peg3 prom inh	Shn3 3UTR inh	CF NFkB block	C8 TRAIL sens	NR2E3 ag-2	TROY signal inh	TRPM1 prom inh
COc1ccc(C(=O)Nc2ccc3nc(N4CCCCC4)cc(C)c3c2)cc1OC	-1	-30	6	-6	-14	8	4	-6	-1	5	-11
Cc1ccc(NC(=O)CCC(=O)N/N=C/c2cccs2)cc1	28	-5	2	5	14	-25	12	9	4	-32	-9
Cc1cccc(N=Nc2cnc(N)s2)c1	-305	-19	-176	-2	-285	-80	4	0	-5	-73	-64
CCN(CC)CCCNC(=O)c1ccccc1NC(=O)C1=CSCCO1	0	-1	-4	8	-9	11	7	10	4	3	10
C=CCOc1cccc(C2C(C(=O)c3ccc(C)o3)=C(O)C(=O)N2CCN2CCOCC2)c1 (stereo not drawn)	-7	-8	9	-4	-2	-19	-2	-15	x	6	x
CC(=O)c1cc(-c2ccccc2)n(CC(=O)N2CCC(N3CCCCC3)CC2)c1C	12	5	-14	-3	-8	-3	-9	-6	x	21	5
O=C(NCCN1CCOCC1)c1ccccc1N1C(=O)[C@@H]2Cc3c([nH]c4ccccc34)C(c3cccc(Cl)c3)N2C1=O (stereo partly drawn)	16	20	17	-6	20	26	2	14	x	-14	x
O=C(/C=C\c1cn(-c2ccccc2)nc1-c1ccc2c(c1)OCCO2)N1CCOCC1	-35	22	4	0	2	-6	4	-5	-1	-8	2
O=[N+]([O-])c1ccc(NC2CCCCC2)nc1	-47	1	-22	21	-32	10	-7	-2	x	-23	-2
COC(=O)c1ccc(Nc2cc(C)nc3nc(C)nn23)cc1	-7	-9	-11	1	-4	-6	15	-6	-1	-17	14
CCNc1nc(SCC(=O)OC)nc(N(C)C)n1	14	3	11	-4	-11	-4	1	9	-8	10	-3
N#Cc1cnn2c(-c3cccc([N+](=O)[O-])c3)ccnc12	-21	-27	-11	19	-20	1	-28	-13	3	-6	0
O=C1c2ccccc2N2C(=O)c3ccccc3C2N1Cc1ccco1 (stereo not drawn)	12	20	3	8	-1	14	-21	5	4	-9	0
CC(C)N(C(=O)CSc1nnc(-c2cc3ccccc3cc2O)n1Cc1ccco1)C(C)C	11	-4	-23	11	-1	13	-19	2	-2	-13	3
COC(=O)CSc1nc(NC(C)C)nc(N2CCOCC2)n1	13	-6	-8	-3	-5	-14	12	4	-2	-2	4
COc1ccc(N/C=C/C(=O)C(C)(C)C)cc1	-27	-8	-3	12	-47	-1	-6	-12	0	-62	9
CCOCCCNC(=S)N1CCCN(c2nc3c(C)c(C)ccc3cc2C#N)CC1	-1	2	4	-1	15	24	5	1	x	-10	2
Cc1ccc(CNC(=O)c2ccc3c(c2)NC(=O)C(N2CCOCC2)S3)cc1 (stereo not drawn)	10	15	10	-14	13	4	19	-27	1	2	4
COc1ccc(C(=O)COC(=O)CN2C(=O)NC(C)(C)C2=O)cc1OC	12	13	4	-1	10	-11	-20	-8	0	-1	7
Cc1ccc(C(=O)NCC(c2ccc(F)cc2)N2CCOCC2)cc1S(=O)(=O)N1CCOCC1 (stereo not drawn)	0	-3	10	-5	0	-14	4	1	x	10	-3
Cc1cccc(NC(=O)CN2C(=O)c3ccccc3C2=O)c1C	7	-2	10	-2	-1	8	38	-6	5	6	4
Cc1cc(C)c(NC(=O)CNC(=O)COC(=O)Cc2ccccc2C)c(C)c1	1	-25	12	-1	-2	-6	3	-1	-2	9	-1
COc1ccc(S(=O)(=O)NCc2ccc(F)cc2)cc1OC	10	-16	-19	1	3	81	-2	-2	0	4	1
COc1ccc(CCC(=O)OCC(=O)c2cccc(OC)c2)cc1	6	7	-29	-1	8	8	-17	-9	0	-11	7
Cc1cc(N=Nc2c(O)c3ccccc3[nH]c2=O)ccc1N=Nc1ccc(C(=O)N(C)C)cc1	-49	-9	-52	1	-127	-1	-9	35	x	5	-7

Continued (2 carried over from the part before).
SMILES	HIF-2a inh	TWEAK-Fn14 inh	NR2E3 ag-1	KKLEB cytotox	Peg3 prom inh	Shn3 3UTR inh	CF NFkB block	C8 TRAIL sens	NR2E3 ag-2	TROY signal inh	TRPM1 prom inh
COc1ccc(CCC(=O)OCC(=O)c2cccc(OC)c2)cc1	6	7	-29	-1	8	8	-17	-9	0	-11	7
Cc1cc(N=Nc2c(O)c3ccccc3[nH]c2=O)ccc1N=Nc1ccc(C(=O)N(C)C)cc1	-49	-9	-52	1	-127	-1	-9	35	x	5	-7
COC(=O)Nc1c(C(=O)OC)cc(OC)c(OC)c1OC	5	-11	-13	-4	-3	5	2	-3	-1	0	0
COc1cc2ccccc2cc1C(=O)N1CCN(c2ccccc2O)CC1	-4	11	3	-2	-15	-3	43	-11	0	-3	6
CC(NS(=O)(=O)c1cc(C(F)(F)F)ccc1Cl)C(=O)N(C)C1CCN(C)CC1 (stereo not drawn)	6	0	-14	-6	-7	-8	2	2	x	7	x
Cc1ccc(CNC(=O)CN(C)S(=O)(=O)c2cccs2)cc1	-37	-12	-43	4	-23	2	8	-4	1	16	14
CCN(CC)S(=O)(=O)c1cc(NC(=O)COC(=O)c2sc3ccccc3c2Cl)ccc1C	20	0	-8	5	-12	-2	3	-3	5	3	-6
O=C(N/N=C/c1ccccc1)C(=O)N/N=C/c1ccccc1	2	1	8	3	4	-3	5	12	5	10	-7
Cc1cccc(NC(=S)NC(=O)/C=C/c2ccco2)c1	-133	16	-70	-12	-84	-6	0	-11	-2	-2	-3
Cc1nnc(SCC(=O)N(CC(C)C)C2CCS(=O)(=O)C2)n1N (stereo not drawn)	-1	4	-18	-20	4	-26	8	-1	0	-11	1
Cc1ccc(-c2cc(C(F)F)nc(NCc3cccnc3)n2)cc1	-34	6	-32	-11	-17	18	1	5	1	-3	-6
COc1cccc(N2CCN(C(=S)NCc3ccco3)CC2)c1	-10	2	2	6	22	-1	-1	-8	3	-18	4
COc1ccccc1NC(=O)CN1C(=O)CCS(=O)(=O)c2ccccc21	12	8	-1	7	8	0	2	0	1	-8	11
O=S(=O)(c1ccc(C(F)(F)F)cc1)N1CCN(CCc2ccccc2)CC1	11	22	15	0	17	5	2	9	-2	25	-1
COc1ccc(COC(=O)c2ccc(S(=O)(=O)N3CCCCC3)cc2)cc1OC	3	11	-9	13	11	-4	1	-15	1	-1	3
CCc1ccc(CCC(=O)N2CCN(S(=O)(=O)c3ccc(Br)cc3)CC2)cc1	17	0	19	0	27	29	11	2	x	4	x
COc1ccc(C(CNC(=O)CCNS(=O)(=O)c2ccccc2C(F)(F)F)N2CCOCC2)cc1 (stereo not drawn)	3	4	2	3	-8	3	-9	-9	x	11	0
CC1CCN(C(=O)c2ccccc2NC(=O)c2cccc(S(=O)(=O)N(C)C)c2)CC1	1	3	-17	-14	16	8	19	-10	-2	-5	1
CCOc1ccc(C(=O)NCC(=O)NC(C)CCc2ccccc2)cc1OCC (stereo not drawn)	2	-14	3	5	3	7	7	-11	x	4	12
O=C(Nc1ccc2c(c1)OCO2)c1cc(C2CC2)on1	-251	4	-123	15	-283	-42	-11	6	6	-59	x
COc1ccc(NC(=O)Cc2ccc(Cl)cc2)cc1S(=O)(=O)N1CCCCC1	2	12	-9	-12	3	1	9	8	4	15	6
O=C(C1CCCO1)N1CCC(O)(c2ccccc2)CC1 (stereo not drawn)	9	-13	-10	-14	1	2	13	3	0	-21	-3
Cc1ccc(C(=O)OCc2c(C)noc2C)cc1NC(=O)c1ccco1	17	1	-10	1	1	19	-14	-10	2	10	21
N#Cc1ccc(-n2c(-c3ccccc3)nnc2-c2ccccc2)cc1C#N	-58	-11	-27	-10	-29	-18	-2	6	5	6	-5
Cc1ccc(-n2nnnc2SCC(=O)c2c(N)n(C3CC3)c(=O)[nH]c2=O)c(C)c1	20	-9	-6	2	14	9	-30	1	1	0	-3
COc1cc(NC(=O)c2ccc3c(SCC(=O)O)c4c(nc3c2)CCCC4)cc(OC)c1OC	16	7	-1	-9	-333	13	0	-10	-3	11	0
CC1=CC(c2ccccc2)n2nc(N3C(=O)C4CC=CCC4C3=O)nc2N1 (stereo not drawn)	10	-9	-36	6	16	-43	3	-10	0	7	3

Continued:
SMILES	HIF-2a inh	TWEAK-Fn14 inh	NR2E3 ag-1	KKLEB cytotox	Peg3 prom inh	Shn3 3UTR inh	CF NFkB block	C8 TRAIL sens	NR2E3 ag-2	TROY signal inh	TRPM1 prom inh
COc1ccc(C2N3CC4(C)CN2CC(C)(C3)C4=O)cc1OC (stereo not drawn)	10	14	-1	10	-8	-20	7	-1	-2	1	-5
COc1cccc(-c2cc(C(=O)Nc3cccnc3)c3ccccc3n2)c1	9	0	-1	8	-5	-17	-110	2	2	-13	8
O=C(NCCNC(=O)c1cccnc1)c1cccnc1	0	15	-3	1	3	2	-9	-8	x	10	x
Cc1cccc(NC(=O)c2cccc(OC(=S)N3CCOCC3)c2)c1	-27	-11	-5	-18	1	18	-7	-6	1	0	0
Cc1cccc(OCC(=O)Nc2ccc(S(=O)(=O)Nc3cc(C)nc(C)n3)cc2)c1	15	6	-6	5	15	0	6	-2	1	0	7
CCOC(=O)c1nn(-c2ccc(F)cc2)c(=O)cc1OCC(=O)N1CCN(c2ccccc2)CC1	10	-1	8	2	14	8	0	-5	0	13	2
CN(C)C(=O)c1cc(-c2ccccc2)no1	-150	-14	-13	0	-118	4	24	-4	4	-33	-44
CC(=O)c1ccc(S(=O)(=O)Nc2ccc(C(=O)NCC(c3ccccc3)N(C)C)cc2)cc1 (stereo not drawn)	-6	-1	-3	-4	7	6	4	-5	1	-11	-3
CC(C)Oc1ccc(NC(N)=O)cc1	13	-8	-33	-11	-17	1	-15	4	1	48	3
CC(=O)N1CCN(c2ccccc2NC(=O)c2cccc3c(Cl)cccc23)CC1	-55	14	-17	-11	-29	6	12	12	x	-12	0
O=C1[C@H]2[C@H](C=CC[C@H]2C(=O)N2CCN(c3ccccc3)CC2)CCN1Cc1ccc(Cl)c(Cl)c1	2	15	8	-16	42	11	4	4	2	-5	-12
O=C(CSc1nc(-c2ccco2)cc(C(F)(F)F)n1)NCCCn1ccnc1	12	-7	-7	12	9	-8	-13	-13	3	0	0
CC1(C)NC(=O)N(CC(O)CN2CCCCC2)C1=O (stereo not drawn)	1	-11	-20	5	22	2	-40	9	0	5	4
COc1ccc(N2CCN(C(=O)c3ccc(N4CCCCS4(=O)=O)cc3)CC2)cc1	-20	17	11	9	-11	10	-11	19	2	7	1
O=C(Nc1ccccc1O)c1nc(Cl)ccc1Cl	12	-11	-4	8	4	8	3	-3	0	0	14
